HT1080-NT tox: kills 2HG-producing HT-1080-NT fibrosarcoma cells; AID 686970; HT-1080-NT fibrosarcoma viability, CellTiter-Glo ATP luminescence, 48 h; Potency, µM (titrated, usually from 46.1 µM), without a hit: at the top dose activity, negative = less viability, hits mostly cytotoxic; 1.6% of 360,000 active;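 further: NT is the 2HG producing partner of a matched IDH1 knockdown line; potency means the concentration at half of the fitted maximal effect; 0% = DMSO-treated cells and -100% = media-only wells without cells; nearly all actives have a fitted effect of over 55% in size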
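Read-out is CellTiter-Glo luminescence after 10 minutes at room temperature, following 48 hours' compound treatment of HT-1080-NT cells (750 cells/well, RPMI, 5% FBS, 37 degrees C).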
KB-3-1 tox: kills parental KB-3-1 adenocarcinoma cells; KB-3-1 viability, CellTiter-Glo ATP luminescence, 72 h; 1.4% of 400,000 active; Potency, µM (top dose mostly 46.1 µM), without a hit: at the highest dose activity change, negative = cytotoxic, hits mostly cytotoxic; further: potency means the concentration at half of the fitted maximal effect; on the % scale 0 is the no-effect control and ±100 the full control effect; nearly all actives have a fitted effect of over 60% in size
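Cells are dispensed, compounds pinned in, plates held at 37 °C for 72 h, then CellTiter-Glo is added and luminescence read after 10 minutes. Cell line: parental KB-3-1 in phenol-red-free DMEM, 10% FBS.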
MCF10A rereplic: induces DNA re-replication in MCF 10a normal breast cells; MCF 10A DNA re-replication, Hoechst nuclear intensity, 48 h; Potency, µM (top dose mostly 46.1 µM), inactives show at the highest dose activity, positive = re-replication, usual class: activators; 2.9% of 350,000 active; further: potency means the concentration at half of the fitted maximal effect; % of control where 0% means no effect; nearly all actives have a fitted effect of over 50% in size
IL1B secr inh: inflammasome signaling inhibition, IL-1 beta readout. activity change, % at 57.5 µM. THP-1 LPS/ATP IL-1B secretion, AlphaLISA, 16 h; active compounds read low. 4.7% of 360,000 active; in the data active means activity change below about -50%; inconclusive means mostly about -30% to -49%; further: on the % scale 0 is the no-effect control and ±100 the full control effect
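THP-1 cells pretreated 1 hr with compounds (up to 57.5 uM final), then stimulated with LPS (250 ng/mL final) plus ATP (1.25 mM final); secreted IL-1B measured by AlphaLISA after 16 hr, decreased signal indicating inhibition.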
KB-V1 cytotox: kills drug-selected multidrug resistant KB-V1 cells; KB-V1 MDR cells viability, CellTiter-Glo, 72 h; Potency, µM (doses to about 46.1 µM), for inactives: at the highest dose activity change, negative = cytotoxicity, usual class: cytotoxic; 3.4% of 400,000 active; AID 1347076; further: potency means the concentration at half of the fitted maximal effect; on the % scale 0 is the no-effect control and ±100 the full control effect; nearly all actives have a fitted effect of over 60% in size
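In this primary screen, KB-V1 cells overexpressing P-gp are incubated with library compounds (lowest to highest concentration) for 72 h at 37 degrees C before a luminescent ATP viability read.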
SW480 rereplic: induces DNA re-replication in SW480 colon adenocarcinoma cells. SW480 DNA re-replication, Hoechst DNA content imaging, 48 h. Potency, µM (titrated, usually from 46.1 µM), inactives show at the highest dose re-replication activation, hits mostly activators. 1.8% of 340,000 active. AID 624297; further: potency means the concentration at half of the fitted maximal effect; % of control where 0% means no effect; nearly all actives have a fitted effect of over 55% in size
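SW480 cells exposed to compounds for 48 hr at 37 C, 5% CO2, then Hoechst-stained 40 min. Nuclear DNA content imaged by fluorescence scanning (405 nm excitation, 500-530 nm emission); re-replication scored as increased high-intensity nuclei.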
DRD3 agonist: activates the human D3 dopamine receptor | 0.58% of 410,000 active | D3R DiscoveRx beta-arrestin cells, luminescence, 90 min | P35462 | max activation, % | AID 652048; in the data active means max activation above about 30%; further: 0% is about no effect; mostly tested at two doses, the higher about 12 µM
Target sequence (P35462 whole entry, looked up): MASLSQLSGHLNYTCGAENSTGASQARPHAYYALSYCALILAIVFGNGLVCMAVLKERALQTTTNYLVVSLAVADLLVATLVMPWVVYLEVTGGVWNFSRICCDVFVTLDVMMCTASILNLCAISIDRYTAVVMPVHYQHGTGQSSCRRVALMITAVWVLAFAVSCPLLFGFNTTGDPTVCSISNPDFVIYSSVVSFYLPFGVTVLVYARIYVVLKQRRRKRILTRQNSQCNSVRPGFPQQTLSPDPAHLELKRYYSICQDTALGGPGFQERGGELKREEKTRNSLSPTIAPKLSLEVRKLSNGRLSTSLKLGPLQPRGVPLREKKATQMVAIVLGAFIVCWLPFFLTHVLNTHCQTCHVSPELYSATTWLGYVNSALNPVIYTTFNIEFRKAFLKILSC
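Cells at 1500/well, incubated overnight, then treated with pinned compounds (dopamine as control) for 90 min at 37 degrees C. DiscoveRx reagent added for 30 - 60 minutes at room temperature; luminescence read.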
HT1080 IDH1KD tx: toxicity to HT-1080 IDH1 knockdown cells (counter line); Potency, µM (series often up to 46.1 µM), for the others: at the highest dose activity, negative = toxicity, hits mostly cytotoxic; AID 686971; 2% of 360,000 active; HT-1080 IDH1 knockdown viability, ATP luminescence, 48 h;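 further: potency means the concentration at half of the fitted maximal effect; 0% = DMSO wells and -100% = cell-free medium wells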
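Luminescent ATP read-out (CellTiter-Glo, 10 min at room temperature) after 48 h compound exposure at 37 °C gave viability of IDH1-knockdown HT-1080 cells. Activity was normalised to DMSO and cell-free wells, then fitted as concentration-response curves.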
GLP1R cytotox: cytotoxicity counter-screen for GLP-1 receptor inverse agonists. Potency, µM (titrated, usually from 38.3 µM), for the others: top-dose activity change, negative = inhibition, usual class: inhibitors. 0.13% of 410,000 active. HEK293 cAMP-luciferase reporter cells, luminescence, 24 h;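 further: loss of luciferase light is scored as toxicity; potency means the concentration at half of the fitted maximal effect; on the % scale 0 is the no-effect control and ±100 the full control effect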
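Step one: seed cells (200 cells/uL, DMEM with 10% Nu serum, 1% pen-strep). Step two: 12-hour incubation at 37 deg C. Step three: pin 23 nL compound, incubate 24 hr. Step four: add luciferase reagent, read luminescence 12 min later.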
* = called active by the depositor; ? = inconclusive; / = no result given; & = joins results of further samples; [ ] = dose if it differs, or a comment. Unless noted, the call rests on the fitted dose curve; in most records, active means well fitted curve in the direction sought with a large enough effect; inconclusive means small, poorly fitted or top-dose-only effect, or another doubt; inactive means no such curve, though single readings can be large; an effect the other way counts as inactive or inconclusive.

SMILES	HT1080-NT tox	KB-3-1 tox	MCF10A rereplic	IL1B secr inh	KB-V1 cytotox	SW480 rereplic	DRD3 agonist	HT1080 IDH1KD tx	GLP1R cytotox
O=C(NS(=O)(=O)N1CCCC1)C1=C(N2CCCC2)COC1=O	10%	26%	6%	24	12%	-7%	7	19%	-79%
COC(=O)c1c[nH]n2c(=O)cc(C)nc12	7%	2%	0%	-5	11%	-12%	4	0%	-7%
Brc1ccc(-n2c(SCc3nc4ccccc4[nH]3)nnc2-c2ccncc2)cc1	1%	1%	-3%	2	?	-3%	-2	0%	-13%
C/C(=N\NC(=O)c1cccs1)c1ccc(C(=O)O)s1	19%	1%	9%	-24	9%	-5%	-2	16%	1%
CNC(=S)N/N=C/c1c(C(=O)OC)cnn1-c1ccc(F)cc1F	1%	-2%	7%	2	?	-65%[inhibitor]	11	-3%	-18%
O=C(CCn1c(=O)[nH]c2ccccc2c1=O)NCCCN1CCN(c2cccc(Cl)c2)CC1	1%	0%	1%	?	-3%	-2%	0	-2%	-8%
COC(=O)c1nn(-c2ccccc2)c(=O)cc1Sc1ccc(Cl)cc1	-2%	?	15%	7	21%	-3%	-6	-2%	0%
O=C(CSc1nc2[nH]ncc2c(=O)[nH]1)NCc1ccccc1	-1%	-3%	4%	29	-1%	-14%	-5	2%	4%
COc1ccc(CN2Cc3cccc4c3[C@@H](CC2=O)[C@H](O)[C@H](O)C4)cc1	4%	?	-8%	26	0%&-13%	-6%	1	7%	-7%
Cc1cccnc1NC(=O)CCNC(=O)c1ccc(Cl)cc1	1%	1%	-1%	-2	23%	-14%	3	-1%	-6%
CC(=O)c1cccc(NC(=O)c2ccc(NC(=O)CCS(=O)(=O)c3cccs3)cc2)c1	3%	11%	-6%	-7	4%	2%	1	7%	3%
COc1ccc(CNS(=O)(=O)c2ccc(C)cc2)cc1	0%	6%	-1%	22	0%	0%	5	4%	0%
O=S(=O)(NC1CCCCC1)c1cccc(-c2nnc(-c3ccccc3)o2)c1	0%	?	7%	?	?	-6%	2	-19%	-10%
CCC(=O)N1CCN(c2ccc(NC(=O)c3ccc([N+](=O)[O-])o3)cc2Cl)CC1	12µM*	?	?	-107*	-25%	2%	-8	7.3µM*	?
O=C(COc1ccc(Cl)cc1Cl)Nc1nnc(C2=COCCO2)o1	2%	6%	-24%	22	-1%	?	6	-7%	3%
Cc1ccc(NS(=O)(=O)c2ccc3c(c2)NC(=O)CO3)cc1	9%	-7%	-2%	-9	-7%	-29%	-13	2%	1%
O=C(O)c1cccnc1SC1CC(=O)N(c2ccccc2)C1=O (stereo not drawn)	18%	11%	0%	5	?	-14%	13	10%	-3%
CC1(C(=O)NCc2cccc(C(F)(F)F)c2)CCN1CCc1ccccc1 (stereo not drawn)	?	-8%	/	-9	?	/	3	-28%	2%
CC(=O)c1ccc(N(C(=O)Cn2nnc3ccccc32)C(C(=O)NC2CCCCC2)c2cn(C)nc2C)cc1 (stereo not drawn)	-3%	-17%	0%	29	?	16%	-2	-22%	17%
CC(C)NC(=O)Cn1c(=O)n(CC(=O)N2CCCCC2)c(=O)c2sccc21	1%	4%	4%	7	-8%	-6%	-4	-1%	-28%
Cc1cccc(OCCNc2cc(N3CCOCC3)ccc2[N+](=O)[O-])c1	?	5%	-6%	-17	7%	-7%	8	?	-22%
CCC(O)(C#CCN1CCCCC1)CC	18%	-18%	-5%	-3	-10%	-5%	-12	22%	25%
N#Cc1sc2nc(-c3ccccc3)cc(C(F)(F)F)c2c1N	-3%	3%	4%	32	16%	2.9µM*	3	-1%	43%[activator]
Cc1ccc(NC(=O)CSc2nnc(NC3CC3)s2)cc1S(=O)(=O)N1CCOCC1	-2%	3%	/	31	0%	/	-6	1%	2%
O=C(NC(NC1CCS(=O)(=O)C1)C(Cl)(Cl)Cl)c1ccc(Br)cc1 (stereo not drawn)	?	-4%	1%	-3	1%	-18%	1	?	-2%
COc1cccc(CC(=O)NCC2COc3ccccc3O2)c1OC (stereo not drawn)	-26%	-7%	25%	14	0%	13%	-11	16%	-7%
COc1ccc(-c2csc(NC(=O)CSc3ccc(Br)cc3)n2)c(OC)c1	-3%	-1%	0%	-1	21%	0%	-1	-4%	-19%
COC(=O)C1=C(C)NC(=O)NC1c1cn(-c2ccccc2)nc1-c1ccc(OC)c(Br)c1 (stereo not drawn)	/	3%	/	/	-2%	/	1	/	-2%
C=CCn1c(=O)c2ccccc2n2c(SCc3nnc(-c4ccccc4Br)o3)nnc12	-5%	10%	23µM*	-6	3%	15%	0	-2%[9.24 µM]	-10%
CCn1c(SCC(=O)Nc2nc3ccccc3s2)nnc1-c1ccc(Br)cc1	9%	-8%	3%	24	1%	6%	-6	0%	28%
Cc1ccccc1-c1noc(-c2cc(-c3ccc(F)cc3)n[nH]2)n1	/	2%	/	/	-28%	/	-4	/	-8%
COC(=O)c1ccccc1NC1CC(=O)N(c2c(C)cccc2C)C1=O (stereo not drawn)	-14%	12%	-5%	-1	-1%	2%	-12	2%	6%
CN(C(=O)CCc1nnc(-c2ccc(-c3ccccc3)cc2)o1)C1CCOCC1	-1%	/	10%	5	/	3%	21	0%	19%
CCCNC(=O)C1(C)CCCN(C(=O)c2ccccc2OC)C1 (stereo not drawn)	18%	0%	/	2	5%	/	5	0%	1%
CN1CCC(N(C)S(=O)(=O)c2ccc(NC(=O)COc3cccc(C(F)(F)F)c3)cc2)CC1	-1%	22%	17%	-53*	-16%	1%	-21	-1%	-1%
O=C(COc1ccc(S(=O)(=O)N2CCCCC2)cc1Cl)N1CCOCC1	2%	-5%	-1%	1	-25%	-2%	-12	0%	-6%

A draw from above in order of molar mass, low to high:
SMILES	HT1080-NT tox	KB-3-1 tox	MCF10A rereplic	IL1B secr inh	KB-V1 cytotox	SW480 rereplic	DRD3 agonist	HT1080 IDH1KD tx	GLP1R cytotox
O=C(O)c1cccnc1SC1CC(=O)N(c2ccccc2)C1=O (stereo not drawn)	18%	11%	0%	5	?	-14%	13	10%	-3%
O=S(=O)(NC1CCCCC1)c1cccc(-c2nnc(-c3ccccc3)o2)c1	0%	?	7%	?	?	-6%	2	-19%	-10%
CCn1c(SCC(=O)Nc2nc3ccccc3s2)nnc1-c1ccc(Br)cc1	9%	-8%	3%	24	1%	6%	-6	0%	28%

(continued)
SMILES	HT1080-NT tox	KB-3-1 tox	MCF10A rereplic	IL1B secr inh	KB-V1 cytotox	SW480 rereplic	DRD3 agonist	HT1080 IDH1KD tx	GLP1R cytotox
Cc1ccc(Cl)cc1N1CCN(S(C)(=O)=O)CC1	-3%	-6%	?	-21	?	-8%	0	2%	-4%
Cc1ccc(C2NC(c3ccc(C)cc3)C(C)C(=NO)C2C)cc1 (stereo not drawn)	?	-15%	5%	-9	-22%	?	-12	16%[9.24 µM]	49%[activator]
O=C(O)CSc1nnc(-c2ccc(Cl)cc2Cl)n1-c1ccc(Br)cc1	11%	-3%	?	7	23%	4%[1.84 µM]	6	7%	-8%
CN(C)/C=N/c1c(C(=O)NCc2ccccc2)nnn1Cc1ccccc1	2%	10%	7%	4	11%	-7%	4	0%	-3%
COc1ccccc1CC(=O)NCC(c1ccco1)N1CCCCC1 (stereo not drawn)	-13%	-14%	-3%	-9	?	0%	-8	-2%	-3%
COC1=CC(=O)C(OC)=C(OC)C1=O	-8%	?	?	-102*	?	19%	-17	?	?
CCn1c(-c2ccc(-c3ccccc3)cc2)c[nH]c1=S	-3%	?	?	0	?	12%	-3	-20%	?
CCc1ccc(NC(=O)c2cc(-c3ccc(F)cc3)on2)cc1	5%	2%	-2%	-13	?	-25%	4	2%	5%
CCOc1ccccc1C(=O)NCC(=O)NCC(c1ccc(OC)cc1)N1CCOCC1 (stereo not drawn)	16%	1%	19%	11	16%	-114%[inhibitor]	-4	12%	2%
CN(CC(=O)Nc1ccc(N2CCOCC2)cc1)C(=O)CCNC(=O)c1ccc(Br)cc1	-6%	5%	-2%	34	-2%	-1%	3	-2%	17%
O=[n+]1cc(-c2ccc(F)cc2)n([O-])c2c1CCC2	9%	-2%	5%	15	7%	-1%	4	4%	-13%
Cc1ccc(SCc2cc(=O)n3[nH]cnc3n2)cc1	-2%	5%	-5%	4	11%	-4%	-4	0%	2%
CCN1CCN(c2ccc(NC(=O)c3ccc4c(c3)OCO4)cc2)CC1	0%	1%	3%	-8	?	-3%	-3	-1%	-3%
CCC1=C(OC(=O)N(CC)CC)N2C(=O)OC(=NCCc3c[nH]c4ccccc34)[C@]2(C)[C@H]2C1=CC[C@H]1C(=O)NC(=O)[C@H]12	0%	-1%	2%	-1	-10%	27%	-1	3%	-10%
NC(=O)c1nnn(-c2nonc2N)c1-c1ccc([N+](=O)[O-])cc1	5%	-2%	-3%	1	-12%	0%	-3	-5%	-3%
CCOC(=O)C1C(=O)CC(C)(O)C(C(=O)OCC)C1c1ccc(OCC)cc1 (stereo not drawn)	3%	-15%	-11%	2	-3%	-6%	3	2%	-16%
CC(=O)c1c(C)oc2ccc(N(C(=O)c3ccncc3)S(=O)(=O)c3ccc(C)cc3C)cc12	/	?	/	/	23µM*	/	4	/	4%
CC1=CSC2=NC(=O)/C(=C/c3cccc(OC(=O)c4ccco4)c3)C(=N)N12	2%	5%	14%	5	-3%	-7%	-2	-5%	-13%
CCOc1ccccc1N1CCN(CC(=O)Nc2ncc(C)s2)CC1	1%	-5%	?	42	-14%	?	-27	3%	-4%
O=C(NCCC(=O)N1CCc2ccccc21)c1ccccc1Cl	0%	3%	8%	-3	-20%	3%	-12	16%	0%
O=C(OCc1nnc(-c2ccccc2Br)o1)c1ccco1	7%	0%	-1%	20	0%	-6%	-5	0%	5%
CCCc1c(C(=O)N/N=C/c2ccc(OC)c(OCc3ccccc3)c2)nnn1-c1nonc1N	-4%	-1%	7%	-11	-3%	-11%	1	9%	-13%

Outcome played no part in choosing rows. Share with any hit: about 11%.
